Source: PubChem
CF NFkB block: inhibitors of PAF-induced NF-kB signaling, primary screen, cell-based, GFP fluorescence, uHTS. AID 588850, 2011. inhibition, % at 5 µM. KKLEB NF-kB-GFP reporter, GFP fluorescence overnight. 360,000 compounds, 0.86% hits;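 active = at least 50% inhibition at 5 µM, scaled per plate between neutral and stimulator controls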;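 also: PAF is a Pseudomonas aeruginosa culture filtrate used as stimulus; plate controls were PAF-stimulated DMSO wells for no effect and unstimulated DMSO wells for full effect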
Shn3 inh set2: reduction of Shn3 3'UTR firefly luciferase signal, primary screen, Schnurri-3 inhibitor project, cell-based, Clone20 osteoblasts, set 2 | Clone20 osteoblast Shn3 3'UTR firefly luciferase, 24 h | inhibition, % at 12.5 µM | 360,000 compounds, 0.52% hits | AID 588674, 2011;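 active = mean inhibition of at least 75% with every replicate also reaching 75%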;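 also: 0% = median of neutral control wells and 100% = pilot-screen positive control compound; some compounds past the cut are filed as inactive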
aDG glyco up: activators of alpha-DG glycosylation, primary screen, uHTS, Pro5-aDG cells, AlphaScreen. activation, % at 10 µM. 360,000 compounds, 0.22% hits. AID 624168, 2012. alpha-DG glycosylation AlphaScreen (IIH6); 0% Pro5, 100% B10-LARGE cell signal;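 active = activation of at least 8% versus controls, or a plate z-score of at least 8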;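 also: Pro5 are CHO cells carrying HIG-tagged alpha-DG that lacks glycosylation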
Peg3 prom inh: Peg3 promoter-driven luciferase inhibitors, primary screen, cell-based, HeLa, luciferase luminescence. HeLa PEG-Prom luciferase reporter, overnight. inhibition, % at 20 µM. 360,000 compounds, 1.7% hits. AID 588405, 2011;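 active = inhibition of at least 50% at 20 µM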
TRPM1 prom inh: inhibitors of MITF-dependent TRPM1 promoter reporter, primary screen, cell-based, SK-MEL-5, single point, luciferase; 330,000 compounds, 0.83% hits; inhibition, % at 12.5 µM; SK-MEL-5 TRPM1 promoter luciferase, 24 h;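 active = mean inhibition across replicates of 60% or more, whatever share of single replicates reaches that level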; also: values of inactives mirror those of a sister screen read the other way
NR2E3 ag-1: NR2E3 agonists in two-hybrid cells, primary screen, cell-based, luminescence, CHO-S, Gal4-NCOR/VP16-NR2E3. luciferase. inhibition of corepressor binding, % at 3.98 µM. 360,000 compounds, 0.35% hits. AID 602229, 2012;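 active = inhibition above the mean of all tested compounds plus 3 SD, cut at about 70% in these data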;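 also: 0% = DMSO with NR2E3 transfected cells and 100% = cells lacking NR2E3 construct; higher means lower luciferase signal from less NR2E3 corepressor binding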
Target sequence (Q9Y5X4 whole entry, looked up, the tested form may be a part): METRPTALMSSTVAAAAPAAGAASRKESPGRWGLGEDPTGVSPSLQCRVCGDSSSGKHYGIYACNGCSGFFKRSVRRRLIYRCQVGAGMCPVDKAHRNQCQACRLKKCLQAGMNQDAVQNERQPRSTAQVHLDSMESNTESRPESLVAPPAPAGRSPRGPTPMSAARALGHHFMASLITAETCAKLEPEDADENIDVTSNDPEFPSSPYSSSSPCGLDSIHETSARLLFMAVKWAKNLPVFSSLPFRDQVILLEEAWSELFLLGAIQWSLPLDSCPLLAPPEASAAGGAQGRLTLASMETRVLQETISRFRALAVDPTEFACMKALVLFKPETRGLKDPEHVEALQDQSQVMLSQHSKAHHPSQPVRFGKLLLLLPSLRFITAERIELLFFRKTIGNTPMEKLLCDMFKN
NR2E3 ag-2: inhibitors of NR2E3-RetCOR corepressor binding, primary screen, NR2E3 agonist project, biochemical, TR-FRET, GST-NR2E3, biotin-RetCOR; 320,000 compounds, 0.12% hits; 1536-well; inhibition of corepressor binding, % at 4.78 µM; AID 2300, 2010;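 active = percent inhibition above the cutoff of mean plus 3 SD of all tested compounds, set per screening campaign, cut at about 20% in these data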;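 also: 0% = DMSO wells and 100% = biotin wells as full block of FRET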
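Format: 1536-well format; test system: GST-NR2E3 and biotin-RetCOR proteins; read-out basis: percent inhibition of TR-FRET ratio; timing: 5 h incubation at 4 °C; detection: time-resolved FRET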
HIF-2a inh: HIF-2a reporter inhibitors, primary screen, luminescence, 786-0 RCC cells; 786-0 RCC cells HIF-2a reporter, luciferase luminescence, overnight; inhibition, % at 18.8 µM; 360,000 compounds, 0.72% hits; AID 624352, 2012;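 active = inhibition of the luminescence signal of 40% or more relative to plate controls, in a single-dose primary screen at 18.75 µM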
TWEAK Fn14 block: inhibitors of TWEAK-Fn14 signaling, primary screen, luciferase reporter cells, uHTS. TWEAK-stimulated Fn14 reporter cells, luciferase luminescence, 8 h. inhibition, % at 10 µM. 360,000 compounds, 2% hits. AID 1159606, 2016; in the data active = inhibition above about 50%
iPSC survival up: enhancers of single-cell hiPSC survival, primary screen, ATPlite luminescence; survival enhancement, % at 20 µM; 100% = ROCK inhibitor wells, 0% = DMSO; 360,000 compounds, 0.044% hits; AID 602274, 2012; in the data active = survival enhancement above about 18%;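 also: cells exposed to compounds for 16 hours before the ATP read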
KKLEB tox: cytotoxicity in KKLEB CF airway cells, primary screen, cytotoxicity control for CF NF-kB inhibitor project, cell-based, uHTS, fluorescence assay plates; KKLEB CF airway cells viability, ATPlite luminescence, overnight; active compounds read low; cells stimulated with P. aeruginosa culture filtrate; activity change (cytotoxicity), % at 5 µM; 360,000 compounds, 0.36% hits; AID 602141, 2011;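 active = corrected activity change at or below -50% at 5 µM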
Starred values were filed as active, the others as inactive; . = not tested or not shown.

Each structure is followed by: CF NFkB block	Shn3 inh set2	aDG glyco up	Peg3 prom inh	TRPM1 prom inh	NR2E3 ag-1	NR2E3 ag-2	HIF-2a inh	TWEAK Fn14 block	iPSC survival up	KKLEB tox
> CC(C)(C)CNC(=O)C1(C)CCN1C(=O)c1ccccc1CCc1ccccc1 (centres undefined)
 : 21	9	0.3	13	.	7	.	8	0	1.0	-13
> c1cncc(-c2nn3cnnc3s2)c1
 : 11	-8	-0.1	7	8	-4	2	13	-1	1.0	-8
> CCOCCn1c(SCCc2ccccc2)nc2c1c(=O)[nH]c(=O)n2C
 : -22	-7	-0.1	-11	.	-39	1	6	-10	1.5	7
> COc1ccccc1NC(=O)C(C(C)C)N1C(=O)c2ccccc2C1=O (centres undefined)
 : -4	5	0.0	8	3	6	1	15	9	-0.3	7
> CCC(C)N=C1SCC(C)(/C=N/O)S1 (centres undefined)
 : 1	16	-0.2	5	10	-10	-1	2	0	1.4	0
> Cc1cccc(SCc2noc(C(=O)NCC3CCCO3)c2C(=O)O)c1 (centres undefined)
 : 7	-9	0.0	-13	-11	-9	2	9	2	-2.3	-4
> Cc1ccc(C(=O)Nc2ccc(C(=O)O)cc2)cc1S(=O)(=O)Nc1cccc([N+](=O)[O-])c1
 : 0	8	-0.2	6	-2	-8	4	10	0	1.3	2
> COc1ccc(C(=O)N2CCOCC2c2cc(C(=O)NCc3ccccc3)no2)cc1 (centres undefined)
 : -25	-9	0.1	-2	.	-3	.	1	-17	-1.8	11
> Cc1ccc(C(=O)N2CC(C)OC(C)C2)cc1[N+](=O)[O-] (centres undefined)
 : 4	13	-0.1	3	12	8	5	6	-5	-0.2	6
> O=C(CSc1nnc(CNC(=O)c2ccc(F)cc2)o1)NCc1ccccc1Cl
 : -9	2	0.1	10	0	-5	2	15	-10	-0.4	8
> COC(C(=O)N/N=C(\C)CC(=O)Nc1ccc(N(C)C)cc1)c1ccccc1 (centres undefined)
 : 5	-14	-0.3	1	10	15	3	-6	-44	-1.9	-16
> C=CCC1Cc2c(cccc2[N+](=O)[O-])C(CC=C)N1 (centres undefined)
 : -8	-12	-0.1	15	6	3	1	9	2	-0.5	9
> O=C(Cn1cnc2sc3c(c2c1=O)CCCC3)NCC(=O)Nc1c(F)cc(F)cc1Br
 : -2	-12	0.1	7	0	-23	-2	4	-30	1.0	-5
> COc1ccccc1C(c1nnnn1C1CCCC1)N1CCN2CCCC2C1 (centres undefined)
 : -19	-4	0.0	3	-5	-9	1	12	-9	0.2	8
> O=C(CSc1nnc(SCc2ccc(Cl)cc2)s1)c1ccc2c(c1)OCO2
 : 2	-25	-0.2	-18	-18	-21	-7	-106	-54	-0.4	2
> CC/C(=C\c1ccc(Cl)cc1)c1ccncc1
 : 11	-3	0.1	1	2	-6	.	-20	4	4.5	-10
> COc1ccc(C(=O)N2CCN(Cc3ccccc3)CC2)cc1[N+](=O)[O-]
 : -6	6	0.1	20	10	9	2	3	-2	0.4	-1
> CCn1c(=O)c2cc(C(=O)N3CCOCC3)sc2c2ccccc21
 : -12	5	0.3	3	.	-45	2	-18	2	5.0	4
> Cc1cc(-c2ccc3ccccc3c2)n2ncnc2n1
 : 15	3	0.2	5	-1	32	3	4	-14	-2.1	0
> COc1ccc(C(=O)OCC(=O)Nc2cccc(C(C)=O)c2)c(OC)c1OC
 : -22	8	-0.1	-17	-4	-22	-4	9	-3	-0.4	2
> Cc1nn(CC(=O)NC2CCC(C)CC2)c(=O)c(C#N)c1C (centres undefined)
 : 3	-5	-0.2	-3	9	15	0	-5	-5	-0.3	-7
> Cc1cc(C(=O)NN=C(Cc2ccccc2)Cc2ccccc2)c(C)o1
 : 5	5	-0.1	10	-9	-55	-1	7	-3	-1.3	11
> CC(C)(C)NC(=O)NC(=O)CN1CCCc2ccccc21
 : -36	-31	0.0	4	1	-6	2	-24	11	-0.8	3
> O=C(CCc1nnc2ccc(NCc3ccco3)nn12)Nc1ccc(F)cc1
 : 19	-18	0.4	-6	9	-24	1	14	26	-0.5	-22
> CSc1ccccc1NC(=O)COC(=O)CCCOc1ccc(C)cc1
 : -38	-3	0.1	9	9	-3	.	10	-5	1.5	7
> O=C(NC(=S)NCCC1=CCCCC1)c1cncc(Br)c1
 : 9	-4	0.0	-72	-8	-18	1	-58	20	-0.6	-1
> COc1ccccc1C(CNC(=O)CCNC(=O)c1ccccc1Cl)N1CCCC1 (centres undefined)
 : -6	2	0.1	-12	4	-7	-4	1	2	0.5	13
> O=C(Nc1ccc(O)c2c(=O)cc(-c3cccc(Cl)c3)oc12)c1ccc(F)cc1
 : -26	11	0.5	-15	-6	-12	0	-21	-27	0.0	6
> COc1ccc(C(=O)NCC2(c3ccccc3)CCOCC2)cc1[N+](=O)[O-]
 : -18	2	-0.2	2	12	-14	5	15	4	3.5	8
> O=C(Nc1ccc(/C=C/c2nc3ccccc3o2)cc1)c1c(F)cccc1F
 : 1	2	0.5	-209	-17	-164	-3	-151	38	-1.6	-3
> O=C(O)CC/C(=C\c1cc([N+](=O)[O-])ccc1Cl)c1nc2ccccc2s1
 : 6	18	-0.2	20	17	-12	-1	12	4	1.4	0
> COC(=O)c1ccc(NC(=O)CSc2nn3c(=O)c(C)nnc3s2)cc1
 : 1	-1	0.0	-12	1	-7	3	-9	6	0.4	6
> CC(=O)Nc1ccc(N(C(=O)c2ccco2)C(C(=O)NC2CCCCC2)c2ccccc2)cc1 (centres undefined)
 : -4	11	-0.1	-4	6	-24	0	-23	6	0.9	-2
> CC1(C)C(=O)OC(c2cc(Br)ccc2O)C(C)(C)C1=O (centres undefined)
 : 21	38	-0.2	11	1	-13	0	11	25	1.6	8
> Cc1ccc(CN2CCC(CNC(=O)c3ccc(NC(=O)C4=CSCCO4)cc3)CC2)cc1
 : 6	-11	2.0	-79	-55	-20	0	-40	-16	-0.5	-2
> S=c1[nH]c2cc3c(cc2[nH]1)OCCO3
 : 16	-3	-0.1	4	-2	-5	0	10	-15	0.7	9
> Cc1ccccc1-c1noc(-c2ccccc2C(=O)O)n1
 : -7	-15	0.0	-45	15	-11	0	-55	-15	-0.3	7
> CCOc1ccccc1C(=O)NN1CCOCC1
 : -13	10	0.2	11	13	-12	3	6	-3	-0.4	17
> COc1ccccc1NC(=O)C1CCCN(c2cnccn2)C1 (centres undefined)
 : -6	11	0.1	4	-4	4	2	-3	-3	0.3	8
> O=C(NNc1nc(-c2ccc(F)cc2)cs1)c1ccccc1
 : -10	51	-0.3	37	30	-2	3	-3	-7	-0.6	-3
> CC(=NCCCn1ccnc1)C1=C(O)c2ccccc2C1=O
 : 17	-4	0.0	-18	-11	-13	1	-35	-3	-1.6	0
> COc1ccc(CCNC(=O)Nc2ccc3c(c2)c(=O)n(C)n3C)cc1OC
 : 14	-16	0.0	-7	.	-18	.	3	0	-1.5	-5
> O=c1c2ccccc2[nH]c(=S)n1Cc1ccccc1
 : -10	13	0.0	13	-7	11	4	12	-8	0.5	7
> Cc1ccc(NC(=O)CCCCCNS(=O)(=O)c2ccc(C)cc2)cc1
 : 10	-12	-0.2	16	1	12	-1	7	15	1.8	-5
> CCOc1ccc(C(=O)Nc2c(C(=O)N3CCC(N4CCCCC4)CC3)oc3ccccc23)cc1
 : -33	-4	0.2	-40	-18	-13	-4	-16	-18	-0.5	-2
> O=C(Nc1cc(C2CC2)nn1-c1ccccc1)c1ccc(F)cc1
 : 21	-12	0.2	-1	-2	-1	.	-11	-27	4.8	-19
> COc1ccc(NC(=O)CSCCc2ccccn2)cc1OC
 : 24	-10	0.0	-31	-6	-10	-1	-21	12	-0.7	0
> CC(=O)c1cccc(Nc2cc(C)nc3ccc(C)cc23)c1
 : -17	5	0.3	17	10	-9	2	29	-12	-0.3	-14
> COc1ccc(C)cc1NC(=O)CN1c2cccc3cccc(c23)S1(=O)=O
 : -12	-7	0.1	32	8	-11	0	25	-23	3.4	-1
> C/C=C/c1cccc(-c2nc(C(=O)N3CCCCC3)cc3c2[C@H](CCO)N(C(=O)NC(C)C)C3)c1
 : .	.	-0.3	.	.	-13	.	5	6	-0.9	.
> OCCCNc1ncnc2c1ncn2[C@H]1CN(Cc2ccc3c(c2)OCO3)C[C@@H](CO)O1
 : -6	-22	-0.1	4	.	9	.	6	4	-2.9	2
> Cc1ccc(C)c(S(=O)(=O)C(C#N)c2nc3ccccc3nc2N2CCOCC2)c1 (centres undefined)
 : 25	1	-0.2	14	1	-26	4	-4	-9	3.4	-13
> COc1ccccc1NS(=O)(=O)c1ccc(C)c(NC(=O)C2CCCO2)c1 (centres undefined)
 : -15	-6	-0.3	-3	-2	-22	1	4	3	-0.5	-24
> CC(C)(C)NC(=O)C(c1cccnc1)N(C(=O)c1ccc(Cl)nc1)C1CCCC1 (centres undefined)
 : 4	-6	-0.1	14	-6	-16	0	18	-17	0.8	-1
> COc1ccc(CN(Cc2ccccn2)C(=O)CN2C(=O)COc3ccccc32)cc1
 : -16	-5	-0.1	15	-4	-15	1	9	27	-2.4	14
> N/C(COc1cccc(Cl)c1)=N\NS(=O)(=O)c1ccccc1
 : -18	13	0.0	-24	-2	-29	-2	2	25	-1.5	2
> CCOc1cc(C2C3=C(CC(C)(C)CC3=O)OC3=C2C(=O)CC(C)(C)C3)cc([N+](=O)[O-])c1O
 : -1	-15	-0.4	1	18	-1	0	22	-3	-0.4	20
> CC1(C)CC(NC(=O)c2cccc(Cl)c2)CC(C)(C)N1
 : -12	-10	0.0	4	-3	-14	0	16	4	-0.6	4
> COc1ccc(CCNC(=O)COC(=O)/C=C/c2ccc(OCC#N)c(OC)c2)cc1
 : -1	-21	-0.1	-14	-6	-18	0	2	0	14	3
> CC(Sc1nc(N2CCOCC2)c2c(c1C#N)CC(C)(C)OC2)C(=O)O (centres undefined)
 : -1	-4	-0.1	-2	-9	-26	-1	11	6	0.7	5
> Cc1cc(C)n2nc(-c3ccco3)nc2n1
 : -11	-5	0.1	-7	-7	-6	-6	-24	-35	0.8	-1

Results in NR2E3 ag-2 and iPSC survival up, for 2 of the compounds above:
molecule	NR2E3 ag-2	iPSC survival up
COc1ccc(NC(=O)CSCCc2ccccn2)cc1OC	-1	-0.7
OCCCNc1ncnc2c1ncn2[C@H]1CN(Cc2ccc3c(c2)OCO3)C[C@@H](CO)O1	.	-2.9
